High-throughput results: PubChem BioAssay, Sanford-Burnham Center for Chemical Genomics
SENP8 block-1 = inhibitors of human SENP8 protease; purified SENP8, Z-RLRGG-aminoluciferin cleavage, luminescence; inhibition, % at 10 µM; 330,000 tested, 1.2% active; AID 2540; in the data active means inhibition above about 50%
Target sequence (Q96LD8 whole entry, looked up): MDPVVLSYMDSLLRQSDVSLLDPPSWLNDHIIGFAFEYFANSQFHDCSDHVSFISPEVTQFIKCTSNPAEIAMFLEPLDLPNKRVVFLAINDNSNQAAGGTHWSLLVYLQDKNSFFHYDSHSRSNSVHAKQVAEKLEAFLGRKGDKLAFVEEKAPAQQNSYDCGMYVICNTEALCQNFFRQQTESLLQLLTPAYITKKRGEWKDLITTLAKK
HKDC1 inh = blocks human hexokinase HKDC1 activity. recombinant HKDC1, G6PDH/diaphorase resazurin coupled fluorescence. inhibition, % at 20 µM. 340,000 tested, 0.16% active;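 active means inhibition above about 35% when tested at 20 µM, limit read from the data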;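 further: plate controls were DMSO wells with enzyme for no effect and DMSO wells lacking enzyme for full effect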
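Material: recombinant HKDC1 hexokinase; Amount: HKDC1 at 5 µg/mL; Medium: Tris pH 8.0 buffer with MgCl2, Tween-20, BSA, BME; Schedule: 90 min reaction incubation at room temperature, dark; Technique: coupled resazurin fluorescence, excitation 525 nm, emission 613 nm.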
SENP6 inh = blocks the human protease SENP6; Q9GZR1; Recombinant SENP6 catalytic domain, aminoluciferin luminescence; inhibition, % at 10 µM; 330,000 tested, 1.8% active;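 active means inhibition above about 50% at the single tested dose, limit read from the data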;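 further: plate controls were DMSO wells with enzyme for no effect and DMSO wells lacking enzyme for full effect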
Target sequence (Q9GZR1 628-1112 limits assumed): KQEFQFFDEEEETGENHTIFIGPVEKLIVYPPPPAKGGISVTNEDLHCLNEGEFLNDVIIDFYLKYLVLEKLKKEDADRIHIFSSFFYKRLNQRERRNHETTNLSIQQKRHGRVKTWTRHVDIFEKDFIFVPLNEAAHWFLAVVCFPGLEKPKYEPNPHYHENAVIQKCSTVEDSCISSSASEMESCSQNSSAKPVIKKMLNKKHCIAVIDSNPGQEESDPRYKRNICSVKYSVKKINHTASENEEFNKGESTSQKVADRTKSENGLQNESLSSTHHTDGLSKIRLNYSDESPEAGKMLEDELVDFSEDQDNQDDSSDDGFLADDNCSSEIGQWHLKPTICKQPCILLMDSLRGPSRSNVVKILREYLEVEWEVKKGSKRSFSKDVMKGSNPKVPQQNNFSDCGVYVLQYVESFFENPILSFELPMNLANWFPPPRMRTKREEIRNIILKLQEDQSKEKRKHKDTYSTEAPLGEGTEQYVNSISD
SENP7 inh = inhibitors of human SENP7 protease | Q9BQF6 | recombinant SENP7, Z-RLRGG-aminoluciferin luminescence, 40 min | inhibition, % at 5 µM | 330,000 tested, 1.5% active;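 active means inhibition above about 50% at the single test dose, limit read from the data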;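 further: plate controls were DMSO with enzyme for no effect and no enzyme buffer wells for full effect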
Apaf-1 inh = blocks human Apaf-1 apoptosome activity. O14727. reconstituted apoptosome caspase-3 activity, DEVD-Rh110 fluorescence. inhibition, % at 20 µM. 330,000 tested, 0.71% active; active means inhibition of at least 40% at 20 µM;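 further: plate controls were DMSO wells for no effect and DEVD-CHO caspase inhibitor wells for full effect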
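detection = Rh110 fluorescence intensity | test system = biochemical Apaf-1 apoptosome reconstitution | also added = cytochrome c and DEVD-Rh110 substrate | schedule = 30 min plus 50 min, RT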
SENP1 inh = blocks the human SENP1 SUMO protease catalytic domain; 360,000 tested, 0.21% active; Q9P0U3; AID 624204; recombinant SENP1 catalytic domain, CyPet-SUMO1-YPet FRET cleavage; inhibition, % at 10 µM;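 active means inhibition at least 30% at 10 µM, raw YFP signal under a set limit, fluorescence ratio 0.5 to 1.5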;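 further: 0% = enzyme with DMSO and 100% = no enzyme wells; some results filed as inactive read as strong as hits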
Target sequence (Q9P0U3 419-644 limits assumed): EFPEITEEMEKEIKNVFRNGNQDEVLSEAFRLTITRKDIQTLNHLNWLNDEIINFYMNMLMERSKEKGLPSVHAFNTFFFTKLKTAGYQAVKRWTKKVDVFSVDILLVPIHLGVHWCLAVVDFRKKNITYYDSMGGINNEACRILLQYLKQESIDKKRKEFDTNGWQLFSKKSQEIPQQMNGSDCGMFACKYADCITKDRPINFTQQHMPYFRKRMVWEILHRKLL
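Compound: 10 µM single point, 0.5% DMSO; Test system: hSENP1 catalytic domain, recombinant; Timing: 50 min reaction at room temperature; Technique: FRET, CFP and YFP emission; Control set: no-enzyme wells low, DMSO-plus-enzyme wells high control.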
PfGluPho inh = PfG6PD (Plasmodium falciparum) enzyme inhibition; PfGluPho enzyme, NADPH resazurin-diaphorase fluorescence; inhibition, % at 20 µM; 350,000 tested, 0.78% active; AID 504690;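 active means inhibition reaching at least a set limit at 20 µM in the primary screen, cut at about 59% in these data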;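 further: 0% = DMSO wells with substrate and 100% = DMSO wells lacking glucose-6-phosphate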
SENP8 block-2 = blocks human SENP8 cleavage of Nedd8 substrate; Q96LD8; recombinant SENP8, Nedd8 substrate fluorescence; inhibition, % at 20 µM; 360,000 tested, 0.64% active; AID 602440; in the data active means inhibition mostly above about 40%, no sharp cut-off; inactive means mostly below about 27%
An asterisk follows results filed as active; i = inactive; / = not tested or not shown; & = joins results of further samples.

Sample of the layout:
Each structure is followed by: HKDC1 inh	SENP7 inh	PfGluPho inh	Apaf-1 inh	SENP8 block-2	SENP8 block-1	SENP1 inh	SENP6 inh
- Cc1cc(C)n2cc(CSc3ccc(Br)cc3)nc2n1
 : 8	-10	18	-16	-386	6	0	-2
- CCc1ccccc1NC(=O)CSc1nnc([C@H](CCSC)NC(=O)OC(C)(C)C)o1
 : -4	15	-4	-6	18	-8	2	-8
- CCOc1ccc(NC(=O)c2ccc(S(=O)(=O)N(C)C)cc2)cc1
 : -6	-1	6	13	10	0	1	-3
- Cc1ccc(N(C(=O)c2ccco2)C(C(=O)NC2CCCC2)c2ccco2)c(C)c1 (configuration not stated)
 : -7	-5	-2	11	1	-6	1	-20
- CCOc1ccccc1CNCc1ccc(F)cc1
 : -6	-1	-2	-12	15	3	2	-17

All compounds of this part, repeating the preview:
Each structure is followed by: HKDC1 inh	SENP7 inh	PfGluPho inh	Apaf-1 inh	SENP8 block-2	SENP8 block-1	SENP1 inh	SENP6 inh
- Cc1cc(C)n2cc(CSc3ccc(Br)cc3)nc2n1
 : 8	-10	18	-16	-386	6	0	-2
- CCc1ccccc1NC(=O)CSc1nnc([C@H](CCSC)NC(=O)OC(C)(C)C)o1
 : -4	15	-4	-6	18	-8	2	-8
- CCOc1ccc(NC(=O)c2ccc(S(=O)(=O)N(C)C)cc2)cc1
 : -6	-1	6	13	10	0	1	-3
- Cc1ccc(N(C(=O)c2ccco2)C(C(=O)NC2CCCC2)c2ccco2)c(C)c1 (configuration not stated)
 : -7	-5	-2	11	1	-6	1	-20
- CCOc1ccccc1CNCc1ccc(F)cc1
 : -6	-1	-2	-12	15	3	2	-17
- CC(C)CC(c1nnnn1CC1CCCO1)N1CCN(c2cccc(Cl)c2)CC1 (configuration not stated)
 : -4	2	10	16	12	1	3	-12
- Cc1ccc(NS(=O)(=O)c2ccc(CCC(=O)O)cc2)cc1
 : -6	-8	-7	-11	2	-3	-1	-9
- CCc1ccc(OCC(O)CN2CCN(c3ccccc3)CC2)cc1 (configuration not stated)
 : -8&-2	11	2&-1	-9	4&12	-7	3&4	-10
- CCOC(=O)C1=NNC2(CC(=O)N(c3cc(C)cc(C)c3)C2=O)C1 (configuration not stated)
 : -7	-8	6	-19	11	0	1	-7
- CCN(c1cccc(C)c1)S(=O)(=O)c1csc(C(N)=O)c1
 : -4	11	-4	1	23	8	1	-3
- CN(C)/C=C/c1[nH]c(=O)[nH]c(=O)c1[N+](=O)[O-]
 : -4	11	11	5	16	0	-1	-10
- COc1ccc(N2CC(NC(=O)NC(C)(C)C)CC2=O)cc1 (configuration not stated)
 : -3	3	-3	-2	10	-6	4	-16
- CN(C)c1cccc(NC(=O)c2ccco2)c1
 : -10	8	-3	-6	9	-7	-2	-7
- Cc1cc(N/C=C2\CCCCC2=O)no1
 : -7	-8	-2	-7	4	-9	3	-14
- COc1ccc(CCNC(=O)COC(=O)c2ccc(Br)o2)cc1OC
 : -3	1	3	-2	12	-4	3	-9
- Cc1cccc(NC(=O)CSc2nnc(C)c(=O)n2N)c1
 : -6	12	-9	-3	13	-2	3	-2
- O=C(Nc1nc2ccc(Cl)cc2s1)c1ccco1
 : -2	89*	-34	-7	-166	81*	0	86*
- O=C(COc1ccccc1Cl)Nc1ccc2[nH]c(=O)[nH]c2c1
 : -5	15	1	-3	9	-15	1	-1
- O=C(O)C1CCC(=O)N(C2CCCCC2)C1c1ccccc1 (configuration not stated)
 : 0	11	2	5	18	-2	1	-3
- CC(OC(=O)CN1C(=O)c2ccccc2C1=O)C(=O)NCc1ccccc1 (configuration not stated)
 : -6	11	2	-5	4	-7	2	-5
- COc1ccc(-c2c(-c3cc(OC)cc(OC)c3)n(C)c3ccc(-c4ccc(OC)cc4F)cc23)cc1
 : -3	-5	-2	6	i	-3	-9	-16
- Cc1nc2cc(N3CCCCC3)c(NC(=O)c3ccncc3)cc2c(=O)n1Cc1ccc(Cl)cc1
 : /	-2	/	11	/	-13	/	-9
- Cc1onc(C(=O)NCc2cccs2)c1[N+](=O)[O-]
 : 1	-5	0	-6	8	13	2	5
- CC(C)(C)c1ccc(/C=C2\SC(=O)N(CCNC(=O)c3cccc(S(=O)(=O)N4CCOCC4)c3)C2=O)cc1
 : 7	90*	7	17	0	82*	3	91*
- CCOCCCn1c(SCC(=O)Nc2ccccc2OC)nc2ccccc2c1=O
 : 3	-3	9	12	6	-5	1	9
- CN(CCO)CCOCCOc1cccc2ccccc12
 : -1	7	3	-21	21	-3	3	-14
- CN1CCN(C(=O)c2cc(COc3c(F)cccc3F)on2)CC1c1ccccc1 (configuration not stated)
 : -6	-2	-6	9	-21	13	3	-2
- Cc1ccc(S(=O)(=O)CC(=O)Nc2c(C)n(C)n(-c3ccccc3)c2=O)cc1
 : -1	1	-17	-9	7	5	-1	4
- CC(=O)N1c2ccc(S(=O)(=O)N3CCCC3C(=O)NCc3ccc(Cl)cc3)cc2CC1C (configuration not stated)
 : -7	7	16	8	2	-15	1	-13
- CN(CCN1CCOCC1)C(=O)c1cc(COc2ccc(F)c(F)c2)on1
 : 0	5	-8	0	3	-9	0	-7
- COc1ccc(CCNC(=O)/C=C/c2ccco2)cc1OC
 : -4	4	8	-2	4	9	-6	24
- CC1CCCN(C(=O)CCNS(=O)(=O)c2ccc(Br)cc2)C1 (configuration not stated)
 : 0	2	-10	1	7	2	0	0
- N#Cc1nc(COc2ccc(Cl)cc2)oc1N1CCCCCC1
 : 0	10	-3	23	29	-3	0	1
- COc1cccc(NC(=O)CNC(C)CCC(C)C)c1 (configuration not stated)
 : -5	3	-5	-1	-8	-13	2	1
- O=C(Nc1ccc(N2CCN(C(=O)c3ccccc3)CC2)cc1)c1ccc2c(c1)OCCO2
 : -3	-1	4	5	9	-10	-2	-7
- O=C(O)c1cn(-c2ccccc2)nc1-c1ccncc1
 : 1	0	7	-3	-19	-3	1	-7
- Nc1cc([N+](=O)[O-])cc2oc(-c3ccccc3)cc12
 : 8	13	9	17	36*	-4	34*	20
- C=CCn1c(-c2cccc(OCC)c2)n[nH]c1=S
 : -7	3	19	-4	-9	5	2	-1
- CN(C)c1cccc(C(=O)NCc2ccccc2)c1
 : -3	-3	-3	-8	-407	-4	3	15
- CN1C(=O)Cc2cc(S(=O)(=O)N3CCOCC3)ccc21
 : -2	-6	-11	4	11	0	1	-4
- CCN1C(=O)/C(=C/N2CCc3ccccc32)SC1=S
 : -1	56*	9	-2	18	3	-23	17
- CC(=O)c1ccc(NC(=O)Nc2ccc(Cl)cc2)cc1
 : 9	-19	19	1	0	-13	1	3
- C=CCn1c(SCC(=O)Nc2ccccc2OC)nc2c([nH]c3ccccc32)c1=O
 : -7	-4	3	18	-20	14	1	-2
- CCOC(=O)c1nnn(-c2nonc2N)c1-c1ccc(C)cc1
 : 0	2	28	3	18	-3	2	-10
- O=C(NC(=S)Nc1ccc(NC(=O)c2cccs2)cc1)c1cc2ccccc2o1
 : -5	7	-15	-12	2	5	0	3
- CC1(C)CC2CC(C)(CN2S(=O)(=O)c2cccc(C(=O)OCC(N)=O)c2)C1 (configuration not stated)
 : -2	2	-8	7	4	1	2	3
- COCCC(=O)NC12CC3CC(CC(C3)C1)C2
 : -10	-9	-6	-14	16	2	1	3
- CC1(C)NC(=O)N(CN2C(=O)NC(C)(C)C2=O)C1=O
 : 11	-8	-19	1	30	-9	1	-4
- COc1ccccc1NC(=O)C(C/C=C(/C)Cl)C(C)=O (configuration not stated)
 : -5	24	-3	-2	12	3	0	-1
- CCN1C(=O)C(CC(=O)Nc2ccccc2)S/C1=N\c1ccccn1 (configuration not stated)
 : -5	-1	1	0	5	-6	0	-14
- CC(C)(C)c1ccc(S(=O)(=O)CC(O)CSc2nc3c(cc2C#N)CCCC3)cc1 (configuration not stated)
 : -1	2	-10	35	24	2	1	-7
- CC(=O)c1cc(-c2ccccc2)n(CC(=O)NC(C)(C)C)c1C
 : -9	-6	3	-15	5	-4	-1	-3
- Cc1c(NC(=O)NCCN2C(=O)C3C4C=CC(C4)C3C2=O)c(=O)n(-c2ccccc2)n1C (configuration not stated)
 : -10	1	-8	-7	9	-6	2	-10
- COC(=O)CSc1ccc(S(=O)(=O)N2CCCCCC2)cc1[N+](=O)[O-]
 : -14	7	-10	11	11	6	2	20
- CCOC(=O)c1nc2cc3n(c(CC(C)C)c-2c1C)CC(C)=C3C
 : 8	-6	7	22	-369	-6	-20	-12
- CCc1ccc(CN2CCCC(CCC(=O)N3CCN(c4ccccn4)CC3)C2)o1 (configuration not stated)
 : -2	5	-11	9	-18	3	0	-2
- O=[N+]([O-])c1ccc(COn2nnc3ccccc32)cc1
 : -5	-1	14	-8	14	-13	0	15
- Cc1ccccc1OCC(=O)Nc1ccc(S(=O)(=O)Nc2onc(C)c2C)cc1
 : 2	-11	-16	7	3	-13	1	-4
- O=C(Cc1cccs1)N[C@@H]1c2ccccc2CC[C@H]1OCc1ccccc1
 : 2	1	15	20	8	/	4	/
- CN(CC(=O)Nc1ccc(Cl)c(C(F)(F)F)c1)C(=O)CCc1nc2ccccc2c(=O)[nH]1
 : 1	4	-13	-16	10	2	2	-2

4 compounds drawn at random from the list so far:
Each structure is followed by: HKDC1 inh	SENP7 inh	PfGluPho inh	Apaf-1 inh	SENP8 block-2	SENP8 block-1	SENP1 inh	SENP6 inh
- Cc1c(NC(=O)NCCN2C(=O)C3C4C=CC(C4)C3C2=O)c(=O)n(-c2ccccc2)n1C (configuration not stated)
 : -10	1	-8	-7	9	-6	2	-10
- CC1(C)CC2CC(C)(CN2S(=O)(=O)c2cccc(C(=O)OCC(N)=O)c2)C1 (configuration not stated)
 : -2	2	-8	7	4	1	2	3
- CCc1ccc(CN2CCCC(CCC(=O)N3CCN(c4ccccn4)CC3)C2)o1 (configuration not stated)
 : -2	5	-11	9	-18	3	0	-2
- CCN1C(=O)C(CC(=O)Nc2ccccc2)S/C1=N\c1ccccn1 (configuration not stated)
 : -5	-1	1	0	5	-6	0	-14
